# FXIa inh 1536: human FXIa protease inhibitors, primary screen, biochemical, 1536-well; 220,000 tested, 0.14% active; purified FXIa, Boc-Glu-Ala-Arg-AMC fluorogenic substrate; Coagulation factor XI (Homo sapiens), P03951; inhibition, % at 5 µM; AID 798, 2007;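 active = inhibition of at least 40%; inactive = inhibition below 40%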;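 also: fluorescence of freed AMC excited at 355 nm; 0% = enzyme without compound and 100% = no enzyme blank; many of its hits are not listed in these tables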
# Target sequence (P03951 19-387 limits assumed): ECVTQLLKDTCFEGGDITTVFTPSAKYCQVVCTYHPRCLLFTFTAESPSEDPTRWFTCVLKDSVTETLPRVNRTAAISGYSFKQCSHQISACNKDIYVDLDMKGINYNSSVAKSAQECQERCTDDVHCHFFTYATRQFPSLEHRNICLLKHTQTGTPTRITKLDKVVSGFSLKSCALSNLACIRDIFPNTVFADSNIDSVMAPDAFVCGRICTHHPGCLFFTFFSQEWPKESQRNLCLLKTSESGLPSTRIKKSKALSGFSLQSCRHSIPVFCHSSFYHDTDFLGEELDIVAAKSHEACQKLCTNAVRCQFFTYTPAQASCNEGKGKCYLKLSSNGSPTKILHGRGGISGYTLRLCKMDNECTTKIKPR
# Target sequence (P03951 388-625 limits assumed): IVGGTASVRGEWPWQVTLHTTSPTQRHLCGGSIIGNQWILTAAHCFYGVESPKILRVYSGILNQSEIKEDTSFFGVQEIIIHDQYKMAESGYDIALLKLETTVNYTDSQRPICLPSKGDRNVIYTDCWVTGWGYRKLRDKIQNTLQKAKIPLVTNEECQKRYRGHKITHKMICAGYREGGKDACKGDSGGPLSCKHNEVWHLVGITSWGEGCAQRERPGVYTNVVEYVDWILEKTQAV
# Rad51 HR inh: human RAD51 strand exchange inhibitors, primary screen, biochemical, fluorescence | hRad51 DNA strand exchange, fluorescence dequenching | inhibition, % at 10 µM | 200,000 tested, 0.085% active | AID 1385, 2008;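 active = inhibition above 40% at the single screening dose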;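 also: 0% = DMSO control wells and 100% = blanks with heterologous ssDNA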
# Target sequence (Q06609 whole entry, looked up): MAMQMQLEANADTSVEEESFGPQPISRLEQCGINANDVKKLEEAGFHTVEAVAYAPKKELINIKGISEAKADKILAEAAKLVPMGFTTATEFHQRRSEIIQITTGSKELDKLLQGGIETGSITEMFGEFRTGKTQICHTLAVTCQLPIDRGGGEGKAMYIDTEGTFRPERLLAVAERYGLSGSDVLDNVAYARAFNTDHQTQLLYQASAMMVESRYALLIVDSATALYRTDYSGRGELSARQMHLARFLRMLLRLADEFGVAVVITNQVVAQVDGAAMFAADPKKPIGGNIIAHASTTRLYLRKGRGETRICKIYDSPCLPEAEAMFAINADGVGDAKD
#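 Assay system: Human Rad51 nucleoprotein filaments preassembled on unlabelled ssDNA | Reagent: Donor/quencher-labelled 47-bp dsDNA substrate | Doses: One concentration, 10 µM final | Times: 37 °C 15-min filament assembly, 30-min compound preincubation, 15-min exchange | Technique: Fluorescein emission 520 nm, excitation 485 nm | Benchmarks: Plate control and blank wells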
# Hck Nef HTS: inhibitors of Nef-activated human Hck kinase, primary screen, biochemical, Z-Lyte FRET, 384-well, Hck-YEEI | inhibition, % at 20 µM | Tyrosine-protein kinase HCK (Homo sapiens), P08631 | 220,000 tested, 0.68% active | Recombinant Hck-YEEI plus Nef, Z-Lyte FRET kinase assay;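 active = Hck-Nef kinase inhibition above about 50%, limit read from the data; inactive = inhibition below that limit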;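 also: 0% = DMSO with Hck plus Nef and 100% = Hck alone without Nef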
# KCC2 mod: KCC2 cotransporter modulators, thallium flux, primary screen, cell-based, HEK293 KCC2, FluoZin-2 fluorescence, MLSMR; AID 1456, 2008; 190,000 tested, 2.2% active; KCC2 cells, thallium flux FluoZin-2 fluorescence; Solute carrier family 12 member 5 (Homo sapiens), Q9H2X9; B-score of Tl+ flux slope (higher = more flux/activation; lower = inhibition) at 10 µM;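 active = thallium flux slope and its plate-corrected score both differing from the plate sample mean at a set confidence after two filtering rounds, in either direction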;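 also: slope of fluorescence scaled to starting intensity during 10 to 20 s after thallium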
# TNF death inh: inhibitors of TNF-alpha triggered necroptosis, primary screen, cell-based, Jurkat FADD-/-, single concentration | Jurkat FADD-/- TNF necroptosis rescue, ATP luminescence, 24 h; 0 = TNF only, 100 = no-TNF cells | activation (protection from cell death), % at 10 µM | 220,000 tested, 0.068% active;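 active = activation, meaning protection from cell death, of at least 50% relative to plate controls; inactive = activation below 50%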;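 also: necroptosis triggered by 40 ng/mL TNF-alpha added together with compound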
# zVAD death inh: inhibitors of zVAD-triggered necroptosis, primary screen, L929 cells; L929 zVAD necroptosis rescue, ATP luminescence, 24 h; with zVAD 60 µM; viability rescue, % at 10 µM; 220,000 tested, 0.38% active;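 active = activation, scaled between plate controls, above about 75%, limit read from the data; inactive = activation under that limit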;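 also: 0% = zVAD with DMSO and 100% = DMSO alone without zVAD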
# thrombin 1536: human alpha-thrombin inhibitors, primary screen, counter-screen for coagulation protease inhibitor project, biochemical, 1536-well, fluorogenic AMC substrate; Boc-VPR-AMC fluorogenic substrate cleavage; 220,000 tested, 0.26% active; AID 1046, 2008; inhibition, % at 5 µM;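 active = inhibition at or above 40%; inactive = inhibition below 40%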;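 also: 0% = enzyme with no compound and 100% = wells without enzyme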
#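 Assay system: human alpha-thrombin enzyme. Reagent: Boc-VPR-AMC substrate, 15 µM final. Compound dosing: one concentration per compound, 5 µM, with 0.2% DMSO. Incubation: room-temperature reaction. Technique: AMC fluorescence, 355/460 nm. Measure: % inhibition relative to enzyme controls and enzyme-free blanks.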
# FXIIa inh: human FXIIa protease inhibitors, primary screen, biochemical, 1536-well; purified FXIIa, Boc-QGR-AMC fluorogenic substrate, 2 h; 220,000 tested, 0.3% active; inhibition, % at 5 µM; Coagulation factor XII (Homo sapiens), P00748; AID 800, 2007; in the data active = inhibition above about 40%;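 also: 0% = enzyme with no compound and 100% = blank without enzyme; many of its hits are not listed in these tables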
# hK5 inh: human KLK5 protease inhibitors, primary screen, biochemical, 1536-well; recombinant hK5, fluorogenic AMC substrate cleavage; inhibition, % at 5 µM; 210,000 tested, 0.59% active;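 active = inhibition of 40% or more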;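 also: 0% = enzyme controls without compound and 100% = no-enzyme blanks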
# An asterisk follows results filed as active; x = not tested or not shown. Some of the compounds tested; the hit share may differ from the screen's.
# Results follow in this order: FXIa inh 1536	Rad51 HR inh	Hck Nef HTS	KCC2 mod	TNF death inh	zVAD death inh	thrombin 1536	FXIIa inh	hK5 inh
CN(c1ccccc1C(=O)Nc1cccc(C(F)(F)F)c1)S(C)(=O)=O
    1.5	1.9	-0.3	0.471	0.1	-0.3	-1.6	-0.1	-8.7
CSc1nc(N)n2nc(-c3ccccc3)cc2n1
    -4.9	2.3	9.9	0.171	-6.8	0.4	-9.9	0.3	-4.8
CCOc1cc(/C=C2\NC(=O)NC2=O)cc([N+](=O)[O-])c1O
    6.1	5.4	26.5	-0.737	0.5	-0.4	5.0	7.3	6.4
COc1ccc(OCC(=O)Nn2c(-c3ccc(C)cc3)nc3ccccc3c2=O)cc1
    9.0	20.4	2.6	-0.106	0.2	0.8	-2.2	6.9	-12.1
Cc1cc(C)n2nc(C(=O)OCC(=O)N(CC(C)C)CC(C)C)nc2n1
    -3.4	6.8	-9.4	-0.0336	-0.1	0.8	-0.2	3.3	-6.3
Cc1ccn2cc(CCNC(=O)c3ccc(Br)o3)nc2c1
    1.7	2.4	1.6	0.0535	1.3	0.3	-6.5	10.7	-22.7
CCN(CC)c1cc(C)c2cc(NC(=O)c3cccs3)ccc2n1
    -3.2	16.5	26.2	-0.534	5.4	29.6	5.5	3.5	-6.0
COC(=O)c1ccccc1NC(=O)Nc1ccc(C(=O)N2CCCC2)cc1
    3.3	-5.8	2.2	0.187	-1.8	-0.1	-1.3	1.2	-8.3
COC(=O)c1ccc(C(=O)OC)c(NC(=O)COC(=O)C2CCC(C(C)(C)C)CC2)c1 (stereo not drawn)
    1.6	1.3	-0.5	0.217	0.1	0.3	-2.2	-10.9	-9.3
CCCS(=O)(=O)N1CCN(CC2CC=CCC2)CC1 (stereo not drawn)
    6.4	1.0	0.5	-0.602	-0.7	-0.2	3.5	22.0	-5.3
Cc1ccc(NC(=O)[C@@H](NC(=O)c2cccc(S(=O)(=O)N3CCOCC3)c2)C(C)C)cc1C
    -5.0	1.1	1.8	0.0908	2.3	0.4	-6.8	2.0	-19.5
COc1ccc(OC)c(NC(=O)c2nc3ccccc3s2)c1
    -2.0	5.3	-2.4	0.449	0.0	2.1	1.2	7.0	0.7
CN1CCc2c(sc(/N=C/c3c[nH]c4ccccc34)c2C#N)C1
    2.6	x	27.0	0.503	-1.6	14.1	-5.9	4.8	0.6
CC1CCCCC1NC(=O)COC(=O)COc1ccccc1Cl (stereo not drawn)
    -3.2	-15.8	9.1	-1.99	1.5	1.1	1.9	6.3	-7.2
CC(=O)N1c2c(cc(Br)cc2S(=O)(=O)NCc2ccc3c(c2)OCO3)CC1C (stereo not drawn)
    -2.0	0.4	-1.4	0.166	1.3	0.5	-3.6	16.4	-3.4
CCOC(=O)c1cc(-c2ccccc2)n(CC(=O)O)c1C
    -13.2	5.5	-6.6	0.522	-0.5	0.6	29.5	-1.8	-13.6
Cc1c(C(N)=O)sc2ncn(CC(=O)N3CCC(C)CC3)c(=O)c12
    2.2	-0.1	5.5	0.103	0.6	0.2	-1.6	-0.7	2.3
COc1ccc(C2SCCN2C(=O)c2ccc([N+](=O)[O-])cc2)cc1 (stereo not drawn)
    -3.1	8.4	24.5	0.58	6.9	0.8	7.1	10.4	-5.4
O=C(CSCc1ccc(Br)cc1)N1CCOCC1
    -6.9	-7.0	0.5	1.47	1.6	0.0	-5.0	1.0	-4.1
Cc1cc(C)nc(SCC(=O)N/N=C\c2sccc2C)n1
    4.5	-0.1	0.1	x	-3.5	-0.1	3.0	4.8	4.5
COc1cc(CNCCCCO)ccc1OCc1ccccc1F
    -1.0	21.3	-0.4	-0.078	1.4	-0.9	6.0	10.8	-3.6
Oc1[nH]c2ccc(Br)cc2c1N=Nc1ccc(C(F)(F)F)cn1
    8.5	5.4	-2.2	3.9	1.2	0.9	-2.6	10.0	-9.4
Nc1nc(Cn2nnc(-c3ccccc3Cl)n2)nc(N2CCOCC2)n1
    -2.9	0.2	0.7	-0.325	-1.1	3.4	-1.9	0.9	-0.1
COC(=O)c1ccc(-c2nc(-c3cccs3)no2)cc1
    7.5	-8.0	1.0	0.407	-1.3	-0.3	-6.0	16.6	-4.1
COc1ccc(C(c2nnnn2CC2CCCO2)N2CCN(c3ccccc3)CC2)cc1 (stereo not drawn)
    -8.0	13.3	1.1	-0.225	-2.7	0.5	-0.2	-2.7	-15.2
CCOC(=O)N1CCN(C(=O)C2CCC(CNS(=O)(=O)c3ccccc3)CC2)CC1 (stereo not drawn)
    -3.4	-6.0	0.0	0.387	-10.0	0.1	5.2	3.8	-4.4
Clc1ccc(C2=NNC(=NCC3CCCO3)SC2)cc1 (stereo not drawn)
    -3.3	3.8	0.4	0.226	5.5	4.4	-8.5	-2.9	-4.5
Cc1ccc2c(c1)N(CCC(=O)NCc1cccnc1)C(=O)CO2
    2.0	5.1	2.0	0.628	-2.1	-0.3	4.5	16.6	-25.1
Cc1cc(C(=O)OCC(=O)Nc2ccc(S(N)(=O)=O)cc2)c2ccccc2n1
    0.1	-0.8	25.1	-0.759	-0.4	-1.3	-7.0	4.0	2.0
CCOC(=O)C1CCCc2c1[nH]c1c(C(N)=O)cccc21 (stereo not drawn)
    -5.3	4.1	-1.2	-0.193	-0.5	0.0	1.5	7.3	0.5
O=C1CCCC2=C1C(c1cccc(O)c1)c1c(ccc3ncccc13)N2 (stereo not drawn)
    -3.6	11.4	64.9*	-0.146	-8.6	-1.3	-4.1	-2.8	-6.1
CCCc1cc(C(=O)NC2CCCC2)no1
    -3.5	1.9	15.6	-0.0452	0.5	-0.1	-3.5	3.9	0.5
CCN(CC)CCNC(=O)c1ccc(NC2=NC3CS(=O)(=O)CC3S2)cc1 (stereo not drawn)
    2.3	-5.8	0.0	-0.0526	0.1	-1.2	-1.8	8.7	-4.8
O=C(O)c1ccc(Cn2nnc3sc4c(c3c2=O)CCCC4)cc1
    15.0	-8.2	26.7	-0.38	-0.9	3.2	4.9	11.7	19.2
CCCCN(CC)Cc1ccc(CNC(=S)Nc2c(C)cc(C)cc2C)o1
    -0.5	20.3	22.9	0.158	0.9	-1.6	-4.5	7.9	2.3
O=C(Nc1ccc2c(c1)OCCO2)C1CCN(S(=O)(=O)c2cccs2)CC1
    -7.3	2.3	0.9	0.307	-0.3	0.6	-11.3	1.0	-19.9
O=c1c2ccccc2sn1-c1ccc(S(=O)(=O)N2CCCCC2)cc1
    x	0.2	-0.4	1.9	-4.2	0.0	x	x	x
COc1ccc(C(C)=O)cc1CSCC(=O)O
    -2.9	1.9	17.5	0.753	-0.3	2.9	-10.8	6.9	-3.4
COC(=O)N/N=C/c1ccccc1
    -2.0	3.3	17.7	-0.283	0.5	1.6	-6.2	5.3	-1.5
CC1CCCC(C)N1C(=O)CSCc1ccc(Cl)cc1 (stereo not drawn)
    -1.3	-0.7	-6.4	-0.693	1.9	-0.2	2.7	10.1	1.3
CC(=O)c1nc(N2C(=O)CC(Cc3cc(C)cc(C)c3)C2=O)sc1C (stereo not drawn)
    5.7	-2.4	1.0	1.64	0.5	0.7	-1.0	13.6	-29.3
CCOC(=O)c1cc(CC)sc1NC(=O)c1ccc2c(c1)OCCO2
    0.9	3.6	0.7	0.403	1.0	-0.2	-1.5	12.5	-11.7
O=C(c1cn(-c2ccccc2)nc1-c1ccncc1)N1CCCCC1
    -10.6	0.6	1.3	-0.00248	-1.4	-0.2	-5.2	-1.3	-4.3
CC(NC(=O)c1ccc(F)cc1)c1ccc(F)cc1 (stereo not drawn)
    0.8	0.0	2.2	0.0236	6.4	0.1	-11.1	6.2	-17.9
Cc1[nH]nc(SCC(=O)N2CCC(C)CC2)c1[N+](=O)[O-]
    -3.0	-4.0	-1.7	x	-0.1	0.7	-3.6	8.2	9.6
O=C(Cn1nnc(-c2ccc(N3CCOCC3)cc2)n1)N1CCOCC1
    -0.2	-1.4	14.7	0.452	-0.2	-0.1	-2.5	4.4	4.1
CN(C)S(=O)(=O)c1cccc(C(=O)N=C2N=C3C=CC(Cl)=CN3Cc3ccccc32)c1
    4.3	x	10.6	-1.52	-1.7	2.3	-0.5	8.0	1.2
COc1ccccc1C(=O)NNC(=O)c1ccncc1
    2.6	3.9	21.1	1.3	1.2	3.7	10.0	9.0	3.2
Fc1cccc(C2CCCCN2Cc2nc(C3CC3)no2)c1 (stereo not drawn)
    -4.3	0.5	15.6	-0.99	-0.1	1.0	-9.9	3.7	0.3
CNC(=S)N1CCC(c2nc3ccccc3s2)CC1
    -0.7	-16.9	18.2	x	-1.7	35.6	-0.6	5.0	3.6
CC(=O)c1cccc(NC(=O)C(OC(=O)c2cccc(S(=O)(=O)N(C)c3ccccc3)c2)c2ccccc2)c1 (stereo not drawn)
    -1.9	-8.2	-0.5	1.73	3.2	0.6	-9.0	1.3	-2.9
COc1cccc(C2C(C#N)=C(N)Oc3cc(C)n(Cc4ccccn4)c(=O)c32)c1OC (stereo not drawn)
    2.3	x	1.3	-0.288	-1.2	-0.1	1.8	12.9	-19.6
Cc1ccc(C)c(-n2c(SCC(=O)Nc3nnc(C)s3)nnc2-c2ccoc2C)c1
    -4.9	10.6	1.4	x	0.1	-0.8	-5.6	5.2	-23.6
CCc1ccc(C2CC(=O)N(c3cccc(F)c3)C3=C2C(=O)OC3)cc1 (stereo not drawn)
    -4.5	3.6	20.0	x	-0.1	2.0	-8.2	6.0	-4.2
CCN(CC)S(=O)(=O)c1ccc(NC=C(C#N)C#N)cc1
    -0.5	x	32.3	6.05	1.0	0.4	-1.0	5.9	0.1

# Filtered by structure, the entries above containing an aryl thioether with sulfur outside any ring (four)
# Results follow in this order: FXIa inh 1536	Rad51 HR inh	Hck Nef HTS	KCC2 mod	TNF death inh	zVAD death inh	thrombin 1536	FXIIa inh	hK5 inh
CSc1nc(N)n2nc(-c3ccccc3)cc2n1
    -4.9	2.3	9.9	0.171	-6.8	0.4	-9.9	0.3	-4.8
Cc1cc(C)nc(SCC(=O)N/N=C\c2sccc2C)n1
    4.5	-0.1	0.1	x	-3.5	-0.1	3.0	4.8	4.5
Cc1[nH]nc(SCC(=O)N2CCC(C)CC2)c1[N+](=O)[O-]
    -3.0	-4.0	-1.7	x	-0.1	0.7	-3.6	8.2	9.6
Cc1ccc(C)c(-n2c(SCC(=O)Nc3nnc(C)s3)nnc2-c2ccoc2C)c1
    -4.9	10.6	1.4	x	0.1	-0.8	-5.6	5.2	-23.6
